# Source: PubChem
# Ba/F3 V617F tox: reduce viability of Ba/F3 cells dependent on JAK2V617F; AID 1446; 1.1% of 220,000 active; inhibition, % at 5.6 µM; Ba/F3 EpoR-JAK2V617F viability, ATP luminescence;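 active = inhibition above the campaign mean plus 3 SD over all tested compounds, cut at about 24% in these data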;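 also: cytokine-independent growth of Ba/F3 cells driven by EpoR plus mutant JAK2; 0% = DMSO-treated cells and 100% = JAK inhibitor I control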
# S1P4 antag: blocks the human S1P4 receptor | O95977 | S1P4-expressing cells, antagonist mode, reporter read-out | inhibition, % at 4.98 µM | 0.26% of 220,000 active; in the data active = inhibition above about 29%;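 also: 0% = wells stimulated with agonist and 100% = vehicle wells without agonist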
# Target sequence (O95977 whole entry, looked up): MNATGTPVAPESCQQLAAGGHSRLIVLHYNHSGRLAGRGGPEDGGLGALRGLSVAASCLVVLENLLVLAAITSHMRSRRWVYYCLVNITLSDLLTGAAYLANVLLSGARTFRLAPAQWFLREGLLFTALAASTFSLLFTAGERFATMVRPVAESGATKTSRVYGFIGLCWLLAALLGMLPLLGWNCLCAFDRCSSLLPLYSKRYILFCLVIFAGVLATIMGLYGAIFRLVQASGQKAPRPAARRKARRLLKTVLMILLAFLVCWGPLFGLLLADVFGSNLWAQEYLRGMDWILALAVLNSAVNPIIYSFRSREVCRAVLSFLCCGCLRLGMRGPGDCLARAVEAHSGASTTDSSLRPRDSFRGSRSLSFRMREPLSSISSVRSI
# BaF3 parental: reduces parental Ba/F3 cell viability, JAK2V617F counter-screen. CellTiter-Glo ATP luminescence. inhibition, % at 5.6 µM. 1.1% of 220,000 active;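 active = inhibition above a per-campaign cutoff, the mean inhibition of all tested compounds plus 3 SD, cut at about 27% in these data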;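 also: 0% = DMSO wells and 100% = JAK Inhibitor I control wells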
# Mdm2 ligase inh: Mdm2 E3 ligase (human) inhibition; signal enhancement, % at 5 µM; AID 1230; 0.11% of 210,000 active; Q00987; cell-based MDM2 ubiquitination luciferase reporter, 2 h; 0 = plate control, 100 = twice control, blank-subtracted;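 active = signal enhancement of 30% or more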;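 also: luminescence tracks abundance of the self-degrading MDM2-luciferase fusion protein; higher signal means inhibition of MDM2 E3 ligase activity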
#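 Buffer or medium: Cells held in DMEM | Assay system: Stable mammalian line carrying autodegrading MDM2–luciferase fusion reporter | Quantity: 2000 cells/well | Times: 4 h settle plus 2 h compound, 37 °C | Doses: One concentration, 5 µM, with 0.2% DMSO | Technique: Luminescence with SteadyLite reagent, 15 min at room temperature | Benchmarks: Plate controls and plate blanks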
# Wee1 stabilizer: blocks degradation of human Wee1 kinase; reporter increase, % at 5 µM; 1.2% of 220,000 active; HeLa Luc-Wee1K328M stability, luciferase luminescence; 100% = proteasome inhibitor MG132 effect;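 active = activation above the mean of all tested compounds plus 3 SD, set per screening run, cut at about 8.8% in these data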;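 also: cells exposed to compound for 20 h before luminescence read; 0% = DMSO alone and 100% = MG132 at 30 µM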
# Target sequence (P30291 whole entry K328M): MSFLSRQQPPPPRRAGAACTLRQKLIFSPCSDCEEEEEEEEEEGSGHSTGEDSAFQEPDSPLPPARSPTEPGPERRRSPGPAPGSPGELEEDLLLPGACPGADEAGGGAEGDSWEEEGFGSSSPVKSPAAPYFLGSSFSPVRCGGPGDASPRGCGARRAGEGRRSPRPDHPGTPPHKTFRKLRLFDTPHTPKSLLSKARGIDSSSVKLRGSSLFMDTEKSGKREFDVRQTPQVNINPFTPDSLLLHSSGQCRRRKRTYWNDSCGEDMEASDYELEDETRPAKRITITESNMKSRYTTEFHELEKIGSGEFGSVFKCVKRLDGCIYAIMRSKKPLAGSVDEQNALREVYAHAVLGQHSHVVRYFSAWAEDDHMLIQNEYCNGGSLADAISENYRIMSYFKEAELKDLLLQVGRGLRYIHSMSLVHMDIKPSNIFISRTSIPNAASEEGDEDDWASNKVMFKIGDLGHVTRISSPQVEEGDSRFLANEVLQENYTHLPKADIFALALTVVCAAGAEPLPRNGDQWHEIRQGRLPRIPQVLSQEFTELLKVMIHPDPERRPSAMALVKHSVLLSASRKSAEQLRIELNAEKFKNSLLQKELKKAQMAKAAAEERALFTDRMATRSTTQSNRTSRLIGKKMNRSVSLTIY
# S1P4 ag: human S1P4 receptor agonism. O95977. S1P4-expressing cell line, agonist reporter assay. activation, % at 4.98 µM. 0.35% of 220,000 active. AID 1509; in the data active = activation above about 11%;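 also: 0% = DMSO vehicle and 100% = reference agonist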
# eIF4E-4G inh: blocks eIF4E binding to eIF4G. inhibition, % at 21.7 µM. 0.37% of 220,000 active. TR-FRET eIF4E-eIF4GI(517-606) binding, 2 h;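 active = inhibition above about 30%, limit read from the data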;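 also: 0% = full FRET control wells and 100% = background wells lacking eIF4GI fragment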
# NPY-Y2 PAM-ag: potentiates or activates human NPY-Y2 receptor. P49146. cells expressing NPY-Y2, potentiator/agonist read-out. activation, % at 3.6 µM. 0.45% of 220,000 active; in the data active = activation above about 27%;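 also: cells stimulated with NPY near EC25 plus isoproterenol at EC100; 0% = vehicle plus submaximal agonist and 100% = vehicle plus saturating agonist; some results beyond the cut were filed as inactive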
# PERK inhibitor: blocks human PERK kinase; Q9NZJ5; CHO PERK-DD fusion, SEAP luminescence translation reporter; inhibition, % at 5.6 µM; 0.17% of 220,000 active; AID 1416;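 active = inhibition above the mean inhibition of all tested compounds plus 3 SD, set separately per screening campaign, cut at about 2.9% in these data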;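 also: PERK kinase domain activated by AP20187 dimerizer at 100 nM; 0% = DMSO with dimerizer and 100% = rapamycin at 8.4 µM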
# * hit, by the source's call; / = no result given; [ ] = remark or other dose. Rows were taken by chance; overall some 4.1% were active at least once.
SMILES,Ba/F3 V617F tox,S1P4 antag,BaF3 parental,Mdm2 ligase inh,Wee1 stabilizer,S1P4 ag,eIF4E-4G inh,NPY-Y2 PAM-ag,PERK inhibitor
Cc1cc(-c2ccccc2)nc2cc(C(=O)N(Cc3ccccc3)Cc3ccccc3)nn12,0,-17,4,5,2,-2.5,1,-8,-0.6
Cc1ccc(Cc2c(C)[nH]c(=S)[nH]c2=O)cc1,1,-22,-1,0,-2,0.0,0,-4,-0.3
CCC(NC(=O)NCc1ccc2c(c1)OCO2)(C(F)(F)F)C(F)(F)F,-2,-18,3,14,1,0.5,5,-10,0.5
COC(=O)C(C)N1C(=O)S/C(=C/c2cc(C)n(-c3ccccn3)c2C)C1=O (centres undefined),4,-11,6,-10,2,1.0,3,11,-0.7
Cc1cc(C(F)(F)F)nn1CCCNC(=O)c1cnccn1,-1,-15,0,1,-1,0.4,2,2,0.2
O=C(O)CCC(=O)Nc1cc(C(F)(F)F)cc(C(F)(F)F)c1,-3,2,-4,-10,2,0.2,2,-22,1.1
COc1ccc(N2C(=O)/C(=C/c3ccc([N+](=O)[O-])cc3)N=C2C)cc1,2,-19,9,21,1,1.2,1,7,0.3
Cc1cc(C)c(C(=O)CSc2nnc(C)s2)c(C)c1,0,-17,4,-11,3,0.3,1,5,0.8
COc1ccc(C2=NOC(COC(=O)c3ccc4ccccc4n3)C2)cc1 (centres undefined),0,-19,8,-8,-3,0.7,-1,6,1.5
Cc1nc(NC(N)=S)sc1C(=O)Nc1ccccc1,4,3,6,-31,2,-0.1,-2,0,0.8
O=C(O)C1CCCCC1C(=O)NCc1ccccc1 (centres undefined),0,-9,4,-5,0,-2.6,-5,-5,0.9
Cc1ccc(N(C)C(=O)N2CCN(S(=O)(=O)c3c(C)cc(C)cc3C)CC2)cc1,4,20,4,14,1,-3.4,-9,-30,-0.9
CN1C(=O)/C(=C/c2cc(C(C)(C)C)c(O)c(C(C)(C)C)c2)NC1=S,-1,-9,4,-19,2,2.9,4,1,0.2
COc1ccc(CCN2C(=O)C(Oc3ccccc3)C2c2ccc3c(c2)OCO3)cc1 (centres undefined),-1,-17,9,0,0,0.0,2,-7,0.7
Cc1cc(C(=O)Cn2nc(C(=O)O)c3ccccc3c2=O)c(C)n1-c1cccc(C(F)(F)F)c1,3,8,-4,-12,-2,-0.9,3,-20,0.2
NC(=NC1CCCCC1)c1ccc(Cl)cc1,2,-12,7,-2,3,-0.2,-3,-9,0.6
CCNC(=O)CN1C(=O)NC2(CCCc3cc(OC)ccc32)C1=O (centres undefined),-4,-11,4,-11,1,-1.5,-11[fluorescence artefact?],13,0.3
CC(=O)c1ccc(N2CCCC2)c(F)c1,3,-5,4,-24,1,1.3,-7,-9,1.9
Cc1ccc(-c2noc(C3CCCN(S(=O)(=O)c4ccc5ccccc5c4)C3)n2)o1 (centres undefined),-3,6,6,-12,0,-2.4,-2[fluorescence artefact?],-3,-0.4
CC(=O)c1ccc(OC(=O)c2cc3ccccc3oc2=O)cc1,3,-8,3,-12,-3,-0.7,13,-3,-0.2
CC(C)S(=O)(=O)CC(=O)c1ccc(Cl)cc1,0,1,5,-1,1,1.5,-5,-13,0.8
Cc1ccc(N(Cc2cc3ccc(C)cc3[nH]c2=O)C(=O)c2ccco2)c(C)c1,1,8,-1,-5,4,0.3,-4,11,-1.5
Cc1ccc(C2OCC3(CO)COC(c4ccc(C)cc4)N23)cc1 (centres undefined),0,6,4,-29,-1,-2.3,-4,7,0.0
CN(C)/C=C(\C=O)c1ccc(Cl)cc1Cl,4,6,11,-17,0,1.1,4,7,0.6
Cc1occc1C(=O)NNC(=O)C1CCCCC1,3,-10,3,-3,-1,1.1,1,-9,0.1
CN(C)CCCN(C(=O)c1cccs1)c1nc2cc3c(cc2s1)OCO3,1,-4,14,0,1,1.7,1,15,-0.6
O=C1CCCN1CCC1CCN(C(=S)Nc2ccc(F)cc2)CC1,19,-19,19,-3,-2,-0.3,5,3,-0.8
Cc1ccc(NC(=O)C(=O)NCc2ccc(/C=C(/C#N)C(=O)NCc3cccnc3)o2)cc1C,-2,-18,2,-11,-1,1.0,-5,3,0.5
CN1CCN(c2nc3c(c(=O)[nH]c(=O)n3C)n2CCCSc2ncccn2)CC1,-2,-1,2,-19,1,0.3,-4,5,0.2
Cc1c(Br)cc(C(=O)O)c(C)c1C,-2,17,4,-11,-2,1.0,7,-6,1.5
CSc1nncc(-c2ccccc2)n1,-5,-34,3,11,-2,2.0,-2,1,0.5
Cc1nn(CCC(N)=S)c2nc(-c3cccs3)cc(C(F)(F)F)c12,-3,-11,7,/,3,-0.2,5,1,-0.6
O=C(c1ccc(Br)o1)N1CCN(c2ccccc2F)CC1,-3,-4,4,1,1,0.9,2,4,0.8
CCC(C)NS(=O)(=O)c1ccc(NC(=O)c2cccs2)cc1 (centres undefined),-2,3,5,0,-2,2.7,2,3,0.2
COc1ccc(CCNC(=S)NC2CCN(Cc3ccccc3)CC2)cc1,0,-8,8,-20,2,3.0,-1,3,0.5
O=C(O)CCc1nc(-c2ccc(Cl)cc2)no1,-1,-25,4,0,-1,1.0,-3[fluorescence artefact?],-4,1.8

# Reformatted as labelled records: entries from further up
> Cc1c(Br)cc(C(=O)O)c(C)c1C
  Ba/F3 V617F tox = -2
  S1P4 antag = 17
  BaF3 parental = 4
  Mdm2 ligase inh = -11
  Wee1 stabilizer = -2
  S1P4 ag = 1.0
  eIF4E-4G inh = 7
  NPY-Y2 PAM-ag = -6
  PERK inhibitor = 1.5
> Cc1ccc(N(C)C(=O)N2CCN(S(=O)(=O)c3c(C)cc(C)cc3C)CC2)cc1
  Ba/F3 V617F tox = 4
  S1P4 antag = 20
  BaF3 parental = 4
  Mdm2 ligase inh = 14
  Wee1 stabilizer = 1
  S1P4 ag = -3.4
  eIF4E-4G inh = -9
  NPY-Y2 PAM-ag = -30
  PERK inhibitor = -0.9
> Cc1nc(NC(N)=S)sc1C(=O)Nc1ccccc1
  Ba/F3 V617F tox = 4
  S1P4 antag = 3
  BaF3 parental = 6
  Mdm2 ligase inh = -31
  Wee1 stabilizer = 2
  S1P4 ag = -0.1
  eIF4E-4G inh = -2
  NPY-Y2 PAM-ag = 0
  PERK inhibitor = 0.8

# The list continues.
SMILES,Ba/F3 V617F tox,S1P4 antag,BaF3 parental,Mdm2 ligase inh,Wee1 stabilizer,S1P4 ag,eIF4E-4G inh,NPY-Y2 PAM-ag,PERK inhibitor
CC(=O)OC[C@H]1O[C@H](C/C=N/O[C@@H](C)c2cn([C@H](CO)Cc3ccccc3)nn2)C=C[C@@H]1OC(C)=O,0,3,5,/,-3,0.2,6,12,1.0
COc1ccccc1CN1C[C@@H]2C[C@@H](c3ccc(C)cc3)N3CCC[C@@]23C1=O,3,0,2,-8,-1,1.4,0,-6,-0.7
COc1ccccc1N1CCN(S(=O)(=O)c2ccc(F)cc2)CC1,-3,-12,0,-36,3,-0.7,-1,-6,-1.0
Cc1[nH]c2ccccc2c1/C=N\NC(=O)Cn1nnc(-c2ccccc2)n1,2,-29,7,-8,0,1.8,1,-11,0.6
COc1nc(-c2ccccc2)ccc1-c1noc(-c2cccs2)n1,-3,4,4,/,4,1.7,/,-1,0.9
CC(=O)N1CCn2c3c(c4cc(C)ccc42)CCCC31 (centres undefined),-3,-4,-2,-19,-2,0.0,6,-5,0.6
CCOc1ccc(NC(=O)CCC(=O)n2nc(C)cc2C)cc1,2,-23,5,-5,4,0.5,10[fluorescence artefact?],18,-0.2
CN(Cc1nnc(SCC(=O)NCCc2ccccc2)n1C)S(=O)(=O)c1ccccc1,-2,-21,2,-22,-2,-2.4,1,-11,-1.0
Cc1ccc(CN2CCN(/N=C/c3ccc(C(=O)O)cc3)CC2)c(C)c1,8,6,53*,-12,1,-0.5,3,6,0.5
CCOc1cccc(C2C(C(=O)c3cccs3)=C(O)C(=O)N2Cc2cccnc2)c1 (centres undefined),-1,-12,1,2,5,1.4,-2,-3,0.7
C#CCOC(=O)Nc1ccc(=O)n(Cc2c(Cl)cccc2Cl)c1,-1,-2,6,-16,-2,-2.2,4,16,1.3
O=C(CCN1C(=O)/C(=C/c2cccc(Br)c2)SC1=S)Nc1cccnc1,0,-41,4,-8,1,0.6,0,7,1.4
COC(=O)c1nc2ccc(C)cn2c1F,-2,-13,4,-8,1,0.3,-2,2,-0.9
COC(=O)c1ccc2c(=O)n(CC3CCCO3)c(SCC(=O)Nc3ccccc3OC)nc2c1 (centres undefined),-1,0,2,-16,5,0.8,-7,-18,-0.4
CCOC(=O)c1csc(-n2nc(C)cc2C(F)(F)F)n1,6,2,3,-30,3,1.4,0,0,-1.3
N#Cc1cc2cc3c(cc2nc1N1CCCCC1)OCCO3,-3,-7,4,-5,0,0.3,-1,10,1.4
Clc1ccc(Cc2noc(CN3CCN(c4ccccc4)CC3)n2)c(Cl)c1,-1,-12,3,5,0,0.6,-4,-13,0.1
O=C1NC(=S)N/C1=C\c1ccc(Oc2ccc(C(F)(F)F)cc2[N+](=O)[O-])c(Cl)c1,-3,-13,-4,/,-1,1.7,4,-14,0.4
Cc1csc(NC(=O)COCC(=O)O)c1-c1nc2ccccc2s1,-1,-14,-1,-15,4,0.9,-2,11,-0.5
CCC(=O)N1CCc2cc(S(=O)(=O)CCC(=O)Nc3ccc(C)cn3)ccc21,-1,-6,4,-14,0,3.4,2,-3,0.9
CC(=O)c1ccc(S(=O)(=O)N2Cc3ccccc3CC2C(=O)O)cc1 (centres undefined),-2,2,2,-8,-2,-1.9,1,-2,-0.8
Cc1cccc(NC(=O)C(Cc2ccccc2)n2cccc2)c1 (centres undefined),-2,-4,-2,/,-2,-1.2,0,-5,0.4
CC1(C)CC2CC(C)(CN2C(=O)COC(=O)Cn2[nH]c(=O)c3ccccc3c2=O)C1 (centres undefined),5,8,10,-26,-3,-3.5,2,1,0.6
COc1ccc(N2CCN(C(=O)C3CC(O)CN3S(=O)(=O)c3ccc([N+](=O)[O-])cc3)CC2)cc1 (centres undefined),0,-9,4,3,-2,-0.5,18,9,-0.2
COc1cc(/C=C/C(=O)OCC(=O)N2CCCCCC2)ccc1OCC#N,-2,-16,8,-23,-1,0.7,4,-9,0.3
CCn1c(SCC(=O)Nc2ccc3c(c2)OCO3)nc2ccccc21,-4,-4,0,3,5,1.8,0[fluorescence artefact?],-12,-0.7
O=c1[nH]c(N2CCCCCC2)nc2ncn(Cc3ccccc3)c12,-2,-4,-3,0,0,-1.1,0,5,0.0
Cc1nc(CCN2C(=O)c3ccccc3C2=O)n[nH]1,0,7,3,-23,3,-0.3,2[fluorescence artefact?],3,1.1
S=C(NCc1ccncc1)Nc1ccc(Cl)c(Cl)c1,-5,-8,1,-11,-1,-0.2,-3,7,0.5
Cc1nn(C)c(C)c1S(=O)(=O)N(CC(=O)Nc1nccs1)c1ccc(C(C)C)cc1,0,2,5,0,1,0.7,2[fluorescence artefact?],13,0.0
COc1ccc(/C=C2\OC(=O)c3c(OC)cccc32)cc1OC,2,-7,3,-2,-3,1.6,-8,-21,-0.7
Cn1cc(SCC(=O)NCc2ccc(F)cc2)c2ccccc21,-2,5,4,-5,1,-1.2,0,10,1.1
C/C(=N\NC(=O)c1cc(C)[nH]n1)c1cccs1,-1,4,3,-42,3,0.9,0,-3,1.0
COc1ccc(C(=O)NNC(=O)c2ccc(C)cc2)cc1S(=O)(=O)N1CCCC1,1,-5,5,-8,4,-1.8,-1,12,1.2
COc1ccc(C2C(C(=O)NCCN3CCOCC3)c3ccccc3C(=O)N2C)cc1OC (centres undefined),4,-13,6,-11,2,0.6,4[fluorescence artefact?],-3,0.0
